Screens as filed in PubChem.
G9a block = inhibitors of human histone lysine methyltransferase G9a. AID 504332. Q96KQ7. G9a H3K9 monomethylation, AlphaScreen, 2 h. actives 8.8% (n = 350,000). Potency, µM (titrated, usually from 102 µM), inactives show at the highest dose activity, negative = inhibition, most hits filed as inhibitors; also: % is scaled to controls: 0 for no effect and ±100 for the full control effect; nearly all actives have a fitted effect of over 75% in size
Target sequence (Q96KQ7 913-1193 limits assumed): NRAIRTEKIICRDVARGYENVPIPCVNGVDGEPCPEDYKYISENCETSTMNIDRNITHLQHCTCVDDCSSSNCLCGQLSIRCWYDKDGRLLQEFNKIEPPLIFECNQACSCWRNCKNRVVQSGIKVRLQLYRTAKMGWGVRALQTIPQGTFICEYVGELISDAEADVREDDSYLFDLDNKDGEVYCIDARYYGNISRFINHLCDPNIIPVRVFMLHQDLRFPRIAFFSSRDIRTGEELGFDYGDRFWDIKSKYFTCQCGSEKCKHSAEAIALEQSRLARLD
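G9a (20 nM) preincubated 15 min RT with compounds, then 500 nM biotinylated H3K9 peptide and 20 uM SAM added; 2 h RT reaction. Monomethyl-H3K9 product detected by AlphaScreen with anti-H3K9me1 antibody, streptavidin donor and anti-rabbit IgG acceptor beads.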
BAZ2B block = blocks human BAZ2B; Q9UIF8; AID 504333; Potency, µM (titrated, usually from 114 µM), without a hit: at the top dose activity change, negative = inhibition, most hits filed as inhibitors; actives 4.4% (n = 360,000); AlphaScreen BAZ2B-H3K14Ac peptide displacement; also: % is scaled to controls: 0 for no effect and ±100 for the full control effect; nearly all actives have a fitted effect of over 60% in size
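Protein-peptide AlphaScreen: BAZ2B 50 nM, b-H3K14Ac 50 nM, 1x PBS pH 7.4 + 0.01% Tween-20. Preincubation 30 min RT; cpd 30 min RT (top 110 uM); beads 20 min RT, light-protected.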
HP1b chromo inh = blocks HP1-beta chromodomain binding to methylated histone tails. AlphaScreen HP1-beta / biotin-H3K9me3 peptide binding. P83916. actives 0.56% (n = 390,000). Potency, µM (titrated, usually from 114 µM), for inactives: at the highest dose activity change, negative = inhibition, actives largely listed as inhibitors; also: nearly all actives have a fitted effect of over 70% in size; inactives centre near 23
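HP1-beta protein (50 nM final) preincubated 30 min at room temperature with biotinylated H3(1-18)K9me3 peptide (50 nM) in PBS pH 7.4, 0.01% Tween-20, then compound added for 30 min. AlphaScreen streptavidin donor/nickel chelate acceptor beads (10 ug/mL final), 30 min dark, luminescence read.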
BLM helicase inh = blocks DNA unwinding by human BLM helicase; AID 2528; Potency, µM (top dose mostly 56.1 µM), inactives show at the top dose activity change, negative = inhibition, actives largely listed as inhibitors; P54132; actives 0.2% (n = 350,000); recombinant BLM DNA unwinding, fluorescence dequenching;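 also: plate controls were vehicle for no effect and no enzyme for full effect; nearly all actives have a fitted effect of over 35% in size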
PGK inhibitor = blocks T. brucei phosphoglycerate kinase; P07378; PGK/GAPDH coupled, Kinase-Glo luminescence, 60 min; Potency, µM (titrated, usually from 57.5 µM), for the others: at the highest dose activity change, negative = inhibition, usual class: inhibitors; actives 0.043% (n = 380,000); also: % is scaled to controls: 0 for no effect and ±100 for the full control effect; nearly all actives have a fitted effect of over 60% in size
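Luminescent ATP detection (Kinase-Glo Plus) follows a 60-minute room-temperature incubation, with wells lacking PGK as controls. Buffer: 100 mM TEA (pH 7.6), 5 mM MgCl2, 0.01% Tween-20. Coupling enzyme GAPDH (100 nM final) supplies unstable 1,3-BPG in-well.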
Pin1 inhibitor = blocks the human prolyl isomerase Pin1 | Pin1 FP peptide displacement, HiFluor488, 10 min | actives 0.009% (n = 390,000) | Potency, µM (series often up to 115 µM), for the others: at the highest dose activity, negative = inhibition, actives largely listed as inhibitors | AID 504891 | Q13526; active = well fitted inhibition curve with a large enough effect in the polarisation, with a control signal flat, not every such curve was filed as active; inconclusive = small, poorly fitted or top-dose-only effect, or effect the other way, or a change in a side signal; inactive = no such curve, though single readings can be large or run the other way; the % refers to the polarisation; also: % is scaled to controls: 0 for no effect and ±100 for the full control effect
Target sequence (Q13526 whole entry, looked up): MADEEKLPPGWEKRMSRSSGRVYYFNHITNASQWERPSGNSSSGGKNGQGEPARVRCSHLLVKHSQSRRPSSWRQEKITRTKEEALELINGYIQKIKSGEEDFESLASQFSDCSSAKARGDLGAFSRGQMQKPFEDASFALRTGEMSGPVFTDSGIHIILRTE
JMJD2A Tudor inh = inhibitors of human JMJD2A Tudor domain | O75164 | Potency, µM (highest dose often 114 µM), for the others: at the highest dose activity change, negative = inhibition, most hits filed as inhibitors | actives 4.4% (n = 390,000) | AID 504339 | AlphaScreen JMJD2A-Tudor / H3K4me3 peptide binding; also: % is scaled to controls: 0 for no effect and ±100 for the full control effect; nearly all actives have a fitted effect of over 50% in size
Pol iota inh = inhibitors of human DNA polymerase iota | actives 1% (n = 390,000) | Pol iota fluorescent replication assay, 10 min | Potency, µM (doses to about 115 µM), for the others: top-dose activity, negative = inhibition, most hits filed as inhibitors | Q9UNA4 | AID 588590
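Pol iota at 10 nM preincubated 15 min with compounds at room temperature; reaction started with fluorescent substrate, 50 nM final. Fluorescence read kinetically at 0 and 10 min; buffer-only wells as negative control.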
GLS inhibitor = glutaminase GLS (human) inhibition. O94925. GLS enzymatic activity, qHTS titration. AID 624170. actives 0.21% (n = 410,000). Potency, µM (doses to about 45.5 µM), for the others: at the highest dose activity change, negative = inhibition, actives largely listed as inhibitors; also: % is scaled to controls: 0 for no effect and ±100 for the full control effect
Target sequence (O94925 whole entry, looked up): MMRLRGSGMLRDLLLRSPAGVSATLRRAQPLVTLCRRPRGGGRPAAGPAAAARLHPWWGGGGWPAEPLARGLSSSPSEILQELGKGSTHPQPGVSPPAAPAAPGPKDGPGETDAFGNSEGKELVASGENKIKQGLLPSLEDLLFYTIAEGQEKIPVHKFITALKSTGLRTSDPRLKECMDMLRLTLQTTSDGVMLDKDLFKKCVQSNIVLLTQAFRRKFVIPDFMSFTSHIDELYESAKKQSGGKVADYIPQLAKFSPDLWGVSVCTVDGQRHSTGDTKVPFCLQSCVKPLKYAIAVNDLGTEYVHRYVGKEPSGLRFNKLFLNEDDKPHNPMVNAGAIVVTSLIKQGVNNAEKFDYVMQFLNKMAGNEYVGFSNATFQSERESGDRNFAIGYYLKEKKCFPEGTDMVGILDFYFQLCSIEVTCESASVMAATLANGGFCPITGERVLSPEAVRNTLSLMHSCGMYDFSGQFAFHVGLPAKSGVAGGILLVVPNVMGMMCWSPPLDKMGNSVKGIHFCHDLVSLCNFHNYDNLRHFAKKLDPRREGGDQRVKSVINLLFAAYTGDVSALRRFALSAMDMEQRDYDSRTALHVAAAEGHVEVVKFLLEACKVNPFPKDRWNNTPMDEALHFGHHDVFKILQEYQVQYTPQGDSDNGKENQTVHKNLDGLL
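Compounds were pin-transferred onto hKGA, after which L-glutamine (1 mM solution) and a detection mix of glutamate oxidase, HRP and Amplex Red were added. Initial and 30 min RT fluorescence reads were collected.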
* = called active by the depositor; i = inactive; ? = inconclusive; · = no result given; & = joins results of further samples; [ ] = dose if it differs, or a comment. Unless noted, calls follow the shape of the dose curve; as a rule, active = well fitted curve in the direction sought with a large enough effect; inconclusive = small, poorly fitted or top-dose-only effect, or another doubt; inactive = no such curve, though single readings can be large; an effect the other way counts as inactive or inconclusive. Potency is read from the fitted curve at half-maximal effect. Some of the compounds tested. The share of hits here may be higher or lower than overall.

G9a block,BAZ2B block,HP1b chromo inh,BLM helicase inh,PGK inhibitor,Pin1 inhibitor,JMJD2A Tudor inh,Pol iota inh,GLS inhibitor,smiles
·,·,10µM*,·,2.8µM*,·,3.5µM*,?,?,C=C(C)C(=O)Oc1ccc(N=Nc2ccc(C)cc2)ccc1=O
45µM*,?,7%,-3%,-5%,-4%,-28%,-7%,3%,COc1ccc(C2/C(=C(\O)c3ccc4c(c3)OCCO4)C(=O)C(=O)N2c2nc(C)c(C(C)=O)s2)cc1 (stereo unspecified)
?,0%,8%,-5%,i,10%,-19%,6%,11%,COc1ccc(NC(=O)CN2C(=O)c3cccc4cccc2c34)cc1OC
?,35µM*,26%,-10%,·,22%,50µM*,7%,-24%,O=C(N/N=C/c1cc(Br)c(O)c(Br)c1O)c1cccnc1
-9%,10%,38%,-3%,-3%,-4%,2%,12%,-6%,CSc1ccc(S(=O)(=O)NCCSC(C)(C)C)cc1
-31%[59 µM],-2%,20%,-3%,-1%,0%,-23%,4%,-1%,COc1ccc(C(C(=O)NC2CCCC2)N(C(=O)c2ccoc2C)c2cc(C)cc(C)c2)cc1 (stereo unspecified)
3%,11%,34%,-9%,4%,1%,6%,107%[activator],1%,O=C(CSc1nncn1-c1ccccn1)Nc1ccccc1Cl
12%,-33%,36%,2%,i,4%,-17%,18%,-1%,COc1ccccc1C(=O)Nc1ccnn1C1CCN(C/C=C/c2ccc(F)cc2)CC1
7%,?,16%,-1%,3%,0%,-21%,4%,22%,CCCN(CCC)CC(O)CN(c1ccccc1)S(=O)(=O)c1ccc(C)cc1 (stereo unspecified)
-28%[12.7 µM],-3%,26%,0%,4%,-2%,20%,37%,22%,CN1CCCc2cc(C#N)c(=O)[nH]c21
23%[2.33 µM],4%,28%,·,6%,0%,-13%,-13%,1%,COc1ccc(C(=O)C(=O)c2ccc(OCCO)cc2)cc1
-7%,-26%,-4%,1%,-5%,7%,-36%,173%[activator],0%,O=C(Cn1cnc2ccccc21)c1ccc(Br)cc1

Later entries.
G9a block,BAZ2B block,HP1b chromo inh,BLM helicase inh,PGK inhibitor,Pin1 inhibitor,JMJD2A Tudor inh,Pol iota inh,GLS inhibitor,smiles
-6%,-1%,36%,-2%,-7%,3%,-5%,?,6%,CO/N=C\CC(=O)Nc1ccc(Oc2ccccc2)cc1
-8%[12.7 µM],-7%,30%,·,-5%,-1%,-13%,-9%,-1%,COc1ccc(NC(=O)CSc2nnc3n2CCCCC3)cc1S(=O)(=O)N1CCOCC1
-1%,-5%,23%,0%,-7%,6%,-9%,6%,2%,O=C(CSc1cn(Cc2ccccc2)c2ccccc12)NCc1ccc(F)cc1
20%[59 µM],?,3%,-10%,7%,19%,?,10%,1%,Cc1nn(-c2ccccc2)c(N2CCCC2)c1/C=N/NC(=O)c1cc(-c2ccccn2)nc2ccccc12
-18%,-30%,19%,-8%,-8%,1%,-24%,33%[activator],5%,COc1cc(C(=O)Nc2nnc(Cc3ccccc3)s2)cc(OC)c1OC
-5%[0.501 µM],2%,23%,·,2%,2%,-5%,44%[activator],9%,Cc1ccc(S(=O)(=O)N2CCC(C(=O)Nc3ccncc3)CC2)cc1
14%[59 µM],-12%,15%,-3%,·,1%,-19%,8%,-7%,Cc1cc(C)c(NS(=O)(=O)c2cc(-c3cnc(C4CC4)o3)ccc2C)c(C)c1
-2%[59 µM],4%,32%,0%,-9%,2%,-7%,29%,-6%,COCCCNC(=O)C(C)n1c2ccccc2c2cnn(C)c(=O)c21 (stereo unspecified)
-13%,?,20%,1%,-2%,4%,-20%,-2%,3%,Cc1ccccc1NC(=O)CCC(=O)N/N=C/c1cc([N+](=O)[O-])ccc1O
24%[59 µM],62%[activator][57.1 µM],86%[activator],-1%,0%,0%,34%[activator],-18%,-1%,CCc1cccc(Nc2ncnc3onc(-c4ccc(F)cc4)c23)c1
·,?,35%,0%,-5%,2%,-18%,23%,-2%,CC(C)(O)C#Cc1ccc(CN2CCN(C3CCCC3)C(CCO)C2)cc1 (stereo unspecified)
-26%[12.7 µM],-2%,33%,35%[activator],-9%,-14%,-9%,2%,3%,CCN(CC)CC(=O)Nc1ccc(-c2nc3cc(NC(=O)CN(CC)CC)ccc3o2)cc1

(continued)
G9a block,BAZ2B block,HP1b chromo inh,BLM helicase inh,PGK inhibitor,Pin1 inhibitor,JMJD2A Tudor inh,Pol iota inh,GLS inhibitor,smiles
-20%[59 µM],1%,28%[57 µM],-2%,4%,-2%,-5%,-1%,-3%,Cc1ccc(Cl)cc1NC(=O)c1ccc2nc(CCc3ccccc3)oc2c1
14%[2.33 µM],-30%,2%,·,-3%,12%,-36%,11%,0%,Cc1sc(NC(=O)c2cccc(N3C(=O)CCC3=O)c2)nc1-c1ccccc1
0%,5%,43%[activator],-1%,4%,-5%,0%,8%,7%,NC(=O)COC(=O)c1ccccc1OCc1ccccc1Cl
14%[12.7 µM],-1%,52%[activator],·,-6%,31%[activator],8%,1%,1%,O=C(NCC1CCCO1)c1ccc(Br)c(S(=O)(=O)N2CCOCC2)c1 (stereo unspecified)
?,-23%,36%,-2%,4%,1%,-6%,42%[activator],0%,O=C(CCc1nnc(CCCCc2ccccc2)o1)NCCN1CCCCC1=O
6%,1%,38%,3%,-15%,-1%,-8%,-4%,-11%,CCc1nn2c(=O)cc(CSc3nc(C)cc(=O)[nH]3)nc2s1
40µM*,?,2%,0%,-5%,-3%,-21%,47%[activator],-9%,CSc1ncc(-c2ccc(Cl)cc2)[nH]1
?,-19%,31%,-1%,-7%,-3%,-6%,5%,5%,CC1CCN(C(=S)NC(=O)c2ccccc2Br)CC1
4%,-29%,48%[activator],-6%,9%,3%,-9%,13%,1%,COCCn1c(SCC(=O)Nc2cccc(C)n2)nnc1-c1ccco1
59%[activator],5%,44%[activator],-2%,-10%,-7%,20%,0%,-9%,COc1ccc(OC)c(/C=C2\SC(N3CCCCC3)=NC2=O)c1
-5%&7%[59 µM],-1%,23%,·,10%,?,-26%,0%,-6%,CNC(=O)[C@H]1O[C@@H](n2cnc3c(NCc4cccc(I)c4)nc(Cl)nc32)[C@H](O)[C@@H]1O
18%[0.501 µM],-36%,15%,2%,-5%,-9%,-32%,-7%,-1%,CC(=O)C1=C(O)C(=O)N(c2ccc(Br)cc2)C1c1ccc(Cl)cc1 (stereo unspecified)

A few values from the list.
Cc1ccc(Cl)cc1NC(=O)c1ccc2nc(CCc3ccccc3)oc2c1 – HP1b chromo inh = 28%[57 µM]
CC1CCN(C(=S)NC(=O)c2ccccc2Br)CC1 – Pin1 inhibitor = -3%

Later entries:
G9a block,BAZ2B block,HP1b chromo inh,BLM helicase inh,PGK inhibitor,Pin1 inhibitor,JMJD2A Tudor inh,Pol iota inh,GLS inhibitor,smiles
-7%[12.7 µM],-1%,12%,0%,-12%,-5%,-23%,111%[activator],5%,O=C(Nc1ccncc1)C1c2ccccc2Oc2ccccc21
-11%[59 µM],?,?,-6%,6%,?,?,10%,15%,COc1ccc(-n2c(SCC(=O)Nc3nccs3)nnc2-c2ccoc2C)cc1
·,·,52%[activator],·,i,?,-12%,?,-10%,COc1cccc2nc3c(C(=O)NCCN(C)C)cccc3cc12
9%,?,34%,-1%,-10%,-9%,-6%,53%[activator],-1%,CC(C)CNc1nc(SCC(=O)Nc2ccccc2)nc(N2CCOCC2)n1
·,?,45%[activator],-3%,-4%,-9%,-2%,-1%,4%,CCCOc1c(Br)cc(C(N)=O)cc1OCC
-8%[0.0925 µM],1%,3%,-4%,i,-3%,-18%,-6%,-9%,CCc1cc(C(=O)OC)c(NC(=O)CCCC(=O)O)s1
19%[59 µM],-3%,22%,0%,4%,2%,-8%,-1%,-5%,CC(=O)c1ccc(OC(C)C)c(CC(C(N)=O)C(N)=O)c1
5%,-11%,22%,3%,-1%,-5%,1%,2%,13%,COC(=O)c1[nH]c2ccccc2c1NC(=O)c1ccccc1F
-5%[59 µM],-2%,21%,-1%,-7%,-1%,-22%,10%,7%,CC(C)Nc1nc(Cl)nc(NN(C)c2nc(N(C)C)nc(N(C)C)n2)n1
-10%[12.7 µM],-1%,20%,0%,4%,0%,-9%[11.4 µM],-18%,13%,CCC(C)[C@H](NC(=O)NCCC1=CCCCC1)C(=O)O (stereo partly specified)
-49%[59 µM],10%,41%[activator],-1%,-1%,-1%,-6%,6%,-9%,COc1ccc(NC(=O)Cc2cccs2)c(OC)c1
?,3%,8%,-13%,i,?,-7%,12%,-12%,CS(=O)(=O)N(CC(=O)Nc1ccc2c(c1)OCCO2)Cc1ccc(Cl)cc1

The listing continues.
G9a block,BAZ2B block,HP1b chromo inh,BLM helicase inh,PGK inhibitor,Pin1 inhibitor,JMJD2A Tudor inh,Pol iota inh,GLS inhibitor,smiles
3%,-7%,66%[activator],-1%,2%,4%,-15%,9%,3%,CCCC(C)c1nc(C(N)=O)c2[nH]c(=O)n(-c3ccc(OC)c(OC)c3)c2n1 (stereo unspecified)
?,?,?,0%,-1%,-7%,?,21%,-3%,Cc1ccc(-n2c(N)c(C(=O)NCc3ccco3)sc2=S)cc1
?,-4%,43%[activator],-9%,-5%,36%[activator],-6%,-13%,-13%,COC(=O)c1sc2nc(-c3ccco3)ccc2c1N
1.1µM*,-35%,-17%,5%,-4%,?,3.2µM*,20%,-3%,Cc1ccsc1/C=N/n1c(-c2ccncc2)n[nH]c1=S
·,·,24%[57 µM],·,·,?,-11%[57.1 µM],-10%,·,O=C(NCCc1nc2ccccc2n1CCCOc1ccccc1)C1CCCCC1
?,-38%,-2%,-12%,-7%,3%,-27%,7%,0%,CCOC(=O)/C(=N/Nc1ccc(Cl)cc1)S(=O)(=O)c1ccccc1
6%[59 µM],5%,25%,0%,i,5%,3%,11%,1%,CC1CCC(NC(=O)c2cnccn2)CC1 (stereo unspecified)
-11%,12%,7%,-12%,8%,-1%,-14%,108%[activator],4%,COc1ccc(-n2nc(C(=O)NCC(=O)N3CC(C)CC(C)C3)c3ccccc3c2=O)cc1 (stereo unspecified)
